Efflux pump mplx = antifungal efflux pump inhibition, Nile Red retention | S. cerevisiae Candida pump triplex | inhibition, % at 10 µM | 330,000 compounds, 0.44% hits | AID 485275;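 active means plate passing quality check with inhibition over a set limit, or well fluorescence over plate mean plus 4 SD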;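 further: Nile Red retained in pooled yeast measured as flow cytometry median fluorescence; 0% = buffer negative control and 100% = Enniatin B positive control; higher means more Nile Red kept so more efflux inhibition; some compounds called inactive have numbers as strong as hits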
RPL19A-GFP yeast = modulators of TOR pathway RPL19A-GFP in S. cerevisiae. S. cerevisiae RPL19A-GFP strain, flow cytometry, 3 h; stronger effect = lower value. percent response vs DMSO, % at 10 µM. 330,000 compounds, 0.3% hits;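 active means percent response vs DMSO below 50%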;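 further: median channel GFP fluorescence of the barcoded RPL19A-GFP strain; ratio of sample median GFP to plate DMSO average so 100% = DMSO; lower means less RPL19A-GFP as with rapamycin TOR inhibition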
LAP4 TOR yeast = yeast TOR pathway LAP4-GFP modulation | S. cerevisiae LAP4-GFP multiplex, flow cytometry GFP, 3 h; median GFP as percent of DMSO wells | GFP response vs DMSO, % at 10 µM | 320,000 compounds, 0.34% hits | AID 2023;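 active means GFP response vs DMSO above a set limit, about the screen mean plus 3 SD, cut at about 150% in these data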
MEP2 TOR yeast = alters MEP2-GFP fluorescence in TOR pathway yeast screen; S. cerevisiae MEP2-GFP strain, flow cytometry GFP, 3 h; 100% = DMSO control level; GFP response vs DMSO, % at 10 µM; 330,000 compounds, 0.51% hits; AID 2016;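 active means GFP response versus DMSO above a set limit, roughly screen mean plus 3 SD, cut at about 180% in these data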;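 further: median GFP fluorescence of the barcode-gated MEP2-GFP cells per well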
AGP1-GFP MLPCN = alters AGP1-GFP fluorescence in TOR pathway yeast screen; S. cerevisiae AGP1-GFP multiplex flow cytometry, 3 h; GFP as percent of DMSO wells; GFP response vs DMSO, % at 10 µM; 320,000 compounds, 0.02% hits;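 active means GFP response relative to DMSO above a set limit, near screen average plus 3 SD, cut at about 150% in these data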;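 further: median GFP channel fluorescence of the gated AGP1 strain per well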
CIT2-GFP yeast = yeast TOR pathway CIT2-GFP modulation | S. cerevisiae CIT2-GFP strain, flow cytometry, 3 h; 100 means same as DMSO wells | GFP response vs DMSO, % at 10 µM | 320,000 compounds, 0.065% hits | AID 2029;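 active means GFP response relative to DMSO above a set limit, near the screen mean plus 3 SD, cut at about 150% in these data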;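 further: ratio of well median GFP fluorescence to mean of DMSO wells on the plate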
Yeast superoxide = lowers age-related superoxide in aged yeast cells. S. cerevisiae aged cells, superoxide DHE fluorescence; stronger effect = lower value. superoxide response (% of plate mean), % at 10 µM. 330,000 compounds, 0.18% hits. AID 2690;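 active means superoxide response under a set limit, about three screen SD below normal, cut at about 65% in these data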;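 further: yeast aged for seven days with compound at 30 °C before DHE staining; 100% = average MFI of all compound-treated wells on the plate with controls excluded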
AHR activator = human AHR activation; P35869; AHR-responsive luciferase reporter cells, luminescence; activation, % at 5 µM; 320,000 compounds, 2.5% hits; in the data active means activation above about 47%;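 further: 0% = vehicle wells and 100% = reference agonist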
Target sequence (P35869 whole entry, looked up): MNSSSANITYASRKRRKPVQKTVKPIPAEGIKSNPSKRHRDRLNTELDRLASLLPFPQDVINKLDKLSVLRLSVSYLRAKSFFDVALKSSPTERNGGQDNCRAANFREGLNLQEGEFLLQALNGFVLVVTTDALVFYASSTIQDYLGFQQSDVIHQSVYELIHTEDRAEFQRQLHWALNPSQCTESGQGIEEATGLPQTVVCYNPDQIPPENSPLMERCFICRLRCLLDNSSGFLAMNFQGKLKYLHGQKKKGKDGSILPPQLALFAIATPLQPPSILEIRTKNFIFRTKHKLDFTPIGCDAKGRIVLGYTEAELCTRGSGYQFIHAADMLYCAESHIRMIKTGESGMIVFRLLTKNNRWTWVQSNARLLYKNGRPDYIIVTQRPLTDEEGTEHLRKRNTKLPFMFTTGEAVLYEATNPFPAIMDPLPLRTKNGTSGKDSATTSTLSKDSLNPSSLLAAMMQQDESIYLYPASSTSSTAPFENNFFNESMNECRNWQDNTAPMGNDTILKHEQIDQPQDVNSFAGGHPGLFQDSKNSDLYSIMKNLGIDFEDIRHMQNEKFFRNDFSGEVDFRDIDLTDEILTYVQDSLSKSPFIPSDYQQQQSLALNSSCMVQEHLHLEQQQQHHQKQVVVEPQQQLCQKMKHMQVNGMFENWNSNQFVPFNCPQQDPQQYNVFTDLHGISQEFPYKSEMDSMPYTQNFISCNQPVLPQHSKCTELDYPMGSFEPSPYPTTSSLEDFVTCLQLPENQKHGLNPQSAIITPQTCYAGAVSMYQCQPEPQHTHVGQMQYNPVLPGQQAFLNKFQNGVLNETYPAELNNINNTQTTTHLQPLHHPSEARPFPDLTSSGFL
* hit, by the source's call; x = no result given; [ ] = another dose, or the depositor's remark.

nr	Molecule	Yeast superoxide	Efflux pump mplx	LAP4 TOR yeast	CIT2-GFP yeast	AHR activator	MEP2 TOR yeast	RPL19A-GFP yeast	AGP1-GFP MLPCN
1	Cc1ccccc1CN1CCN(CC(=O)NCc2ccccn2)C1=O	100.5	0.1	89.9	94.6	0.4	94.9	98.5	99.2
2	COc1ccc(-c2c[n+]3c(n2-c2c(C)n(C)n(-c4ccccc4)c2=O)CCCCC3)cc1	108.8	-0.1	109.5	85.5	-0.6	98.1	93.7	110.7
3	O=C1C2C3C=CC(C4CC34)C2C(=O)N1c1cc(Cl)ccn1 (configuration not stated)	90.7	-0.1	104.0	99.3	0.9	99.1	97.8	104.1
4	C=CCNC(=O)CN(c1ccc(F)cc1)S(=O)(=O)c1ccc(OC)cc1	94.8	0.3	84.3	99.7	1.6	87.6	86.5	x
5	CCC(Sc1nc(=O)cc(N)n1CCc1ccccc1)C(=O)Nc1cc(C)on1 (configuration not stated)	146.5	0.3	89.4	82.2	2.6	90.4	90.3	89.5
6	O=C(CN1CCCc2ccccc21)NC(=O)NCc1ccco1	90.7	-0.1	98.9	91.0	1.5	101.8	99.4	101.4
7	CC(NC(=O)CN1CCN(c2ccccc2F)CC1)c1ccccc1 (configuration not stated)	94.4	-0.1	97.1	102.2	x	99.1	96.1	97.2
8	CCOC(=O)N1CCN(C(=O)C2CCN(C(=O)c3cc(OC)cc(OC)c3)CC2)CC1	113.6	0.1	96.4	102.6	0.6	105.2	100.5	110.0
9	Cc1ccc(-c2nnn(CC(=O)N(c3ccc(F)cc3)C(C(=O)NC(C)(C)C)c3ccco3)n2)o1 (configuration not stated)	96.2	0.1	111.2	102.1	1.8	112.1	105.2	109.3
10	CCc1ccccc1N(C)S(=O)(=O)c1ccc2[nH]cc(C(=O)O)c(=O)c2c1	126.4	0.0	98.6	99.8	-2.2	96.8	103.2	98.8
11	NC(=S)NNC(=O)/C(=C/c1ccc(Br)cc1)NC(=O)c1ccccc1	100.2	0.0	104.3	93.8	0.2	64.9	92.2	80.0
12	CCc1nnc(NC(=O)CSc2nc(-c3ccccc3)cc(-c3ccc(OC)cc3)c2C#N)s1	92.0	0.2	85.4	95.5	-1.6	101.5	98.3	91.2
13	Cc1ccc(NC(=O)c2ccccc2Cl)c(Cl)c1	100.4	-0.1	104.4	88.9	15.9	88.9	95.9	91.6
14	O=C(CSc1ccsc1[N+](=O)[O-])N1CCN(c2ccc(Cl)cc2)CC1	97.9	0.0	101.1	103.6	-2.4	106.7	105.0	101.8
15	COc1cc(/C=N/NC(=O)CCc2n[nH]c(=O)[nH]c2=O)cc(OC)c1OC	91.0	-0.4	98.1	113.6	0.7	104.1	106.3	108.3
16	COc1ccc(CCNC(=O)CCn2cccc2)cc1OC	95.9	0.1	103.4	111.1	1.8	115.0	100.1	97.7
17	COc1ccc(O)c(CN2CCC(n3nccc3NC(=O)C3CCCC3)CC2)c1	109.2	-0.2	104.5	95.5	0.7	95.8	94.3	106.4
18	O=C(NCCN1CCOCC1)c1cc2ccccc2[nH]1	88.5	-0.1	90.9	97.4	2.8	94.5	91.0	89.6
19	CCn1c2ccccc2c2cc(NC(=O)CN(C)CC(=O)Nc3ccc(N4CCOCC4)cc3)ccc21	94.3	0.4	99.4	94.8	45.9	105.8	109.5	118.2
20	CCN(CCN1CCCC1)C(=O)c1cc(COc2ccccc2SC)on1	103.9	-0.3	91.4	105.8	x	105.2	114.1	96.1
21	CCOc1ccc(-c2nnn(CC(=O)NCCc3c[nH]c4ccccc34)n2)cc1	93.7	0.0	91.5	116.4	2.5	107.3	105.8	106.2
22	Cc1ccc(C2CC(c3ccccc3)=NN2c2ccccc2)o1 (configuration not stated)	94.0	-0.1	109.1	76.4	1.2	94.2	93.1	78.6
23	O=C(COc1ccc(Br)cc1)NNC(=S)NCc1ccccc1	88.0	0.0	108.7	103.9	1.2	110.0	105.9	104.9
24	CC(NC(=O)c1ccc2c(c1)OCCO2)c1ccc(S(N)(=O)=O)cc1 (configuration not stated)	89.0	0.0	99.5	106.4	0.3	103.4	101.9	106.7
25	O=Nc1ccc(NOC(=O)c2ccccc2Br)cc1	85.4	0.0	105.1	93.0	-2.3	89.8	104.0	92.6
26	COc1ccccc1CNC(=O)C1CCC1	102.6	-0.3	95.8	98.8	2.1	97.7	96.3	98.2
27	Cc1ccccc1-c1cn(-c2ccccc2)c(=S)[nH]1	98.8	0.5	101.5	91.0	19.8	107.6	100.5	92.8
28	Cc1nc2nc[nH]n2c(=O)c1NS(=O)(=O)c1ccc(C(C)(C)C)cc1	103.7	-0.2	90.5	104.3	1.5	86.8	94.7	99.7
29	Cc1ccc(NC(=S)NCc2ccccc2)cc1C	85.4	-0.2	120.4	90.5	0.9	98.4	97.0	109.9
30	O=C(Nc1ccc(N2CCOCC2)cc1)C1CCN(S(=O)(=O)c2ccc3c(c2)OCCO3)CC1	100.2	0.1	254.2*[may fluoresce green]	231.0*[may fluoresce green]	5.5	340.5*[may fluoresce green]	123.4[may fluoresce green]	124.2[may fluoresce green]
31	O=C(CSc1nnc(Cc2ccccc2)n1C1CCCCC1)N1CCOCC1	88.3	-0.5	107.5	108.4	-0.4	109.0	103.8	111.0
32	COc1cc(N)c(Cl)cc1C(=O)OCC(=O)NCC1CCCCC1	90.2	0.1	92.5	103.2	-1.0	100.3	96.5	95.2
33	CCOc1ccc(OCC)c(C2C(C#N)=C(N)N(c3cccnc3)C3=C2C(=O)CC(C)(C)C3)c1 (configuration not stated)	90.2	-0.1	73.8	x	0.7	84.4	86.3	82.8
34	CC(=O)Nc1cccc(C(=O)/C=C/c2ccco2)c1	103.9	-0.1	86.2	96.3	0.3	95.2	96.8	97.9
35	CC1(C)CC2(CC(c3ccccc3)c3ccc(O)cc3O2)NC(=S)N1 (configuration not stated)	115.8	0.1	104.6	96.9	0.5	98.5	94.0	97.0
36	O=c1[nH]nc(N/N=C/c2ccccc2OC(F)F)c(=O)[nH]1	96.8	-0.1	104.7	103.0	2.5	105.7	104.1	104.1
37	O=C(Nc1ccccc1C(=O)NC(Cc1ccccc1)C(=O)NC1CCCCC1)c1ccccc1 (configuration not stated)	100.6	-1.2	86.0	99.9	-1.6	91.9	101.4	95.6
38	CC1CC(C)CN(C(=O)c2nn(C)c3c2CS(=O)(=O)c2ccccc2-3)C1 (configuration not stated)	96.4	0.2	94.8	95.5	18.5	93.3	97.7	99.2
39	Cc1ccc(S(=O)(=O)CC(=O)NC(C)c2ccccc2)cc1 (configuration not stated)	96.2	0.1	82.3	x	1.1	118.4	97.9	94.7
40	Cc1cc(C)c(-n2c(C)cc(/C=C3/NC(=O)NC3=O)c2C)c(C)c1	103.0	0.0	100.8	94.9	34.7	104.9	101.0	x
41	Clc1cccc(CSc2nc3ccncc3[nH]2)c1	97.6	-0.1	99.7	106.1	25.1	101.0	106.0	107.1
42	Cc1cccc(C)c1NC(=O)C(c1ccccc1)N1CCC1=O (configuration not stated)	89.2	-0.1	101.9	106.3	1.9	103.5	101.3	102.9
43	CC1(C)CC(=O)C(C2=NC3(CCCCCC3)Cc3ccccc32)=C(O)C1	105.1	0.2	100.5	97.6	2.9	99.5	102.4	99.7
44	CC1CCc2nc(NC(=O)CN3CCN(c4ccc(F)cc4)CC3)sc2C1 (configuration not stated)	95.8	0.1	97.5	98.9	1.6	106.0	100.1	112.0
45	Cc1ccc(Nc2ccc(N)cc2S(=O)(=O)O)cc1	94.5	0.0	x	105.2	0.2	99.6	97.9	105.8
46	O=C(O)CCC(=O)Nc1sc2c(c1C(=O)NCc1ccccc1)CCCC2	102.2	-0.1	88.2	97.3	-0.4	95.9	99.0	99.9
47	CN(Cc1ccccc1)S(=O)(=O)c1ccc(Cl)c(C(=O)O)c1	110.9	-0.1	100.9	105.7	-2.1	91.2	98.5	104.5
48	COc1ccc(/C=N/NC(=O)CNC(=O)c2ccc3c(c2)OCCO3)cc1OC	97.8	0.2	95.9	99.0	4.7	101.2	102.3	91.7
49	COc1ccc(-c2nc3n(c(=O)c2C#N)CCS3)c(OC)c1	103.2	-0.4	90.8	92.7	0.0	96.9	93.6	89.0
50	CCn1c(SCC(=O)NCc2ccco2)nnc1C(C)C	86.8	0.0	101.0	94.9	0.1	107.5	98.5	103.5
51	Cc1nc(Sc2nnnn2-c2ccccc2)c(C#N)c(C)c1C	102.6	-0.3	102.0	97.6	-3.7	102.3	100.4	103.7
52	COc1ccc(NC(=O)COC(=O)CCc2ccc(S(=O)(=O)N3CCOCC3)cc2)cc1Cl	95.8	0.0	104.0	111.5	1.3	114.3	101.5	101.3
53	COc1cc(C(=O)OCC(=O)NC(C)CCc2ccccc2)cc(OC)c1OC (configuration not stated)	101.1	0.1	101.2	106.7	1.1	102.9	104.2	103.4
54	COc1ccccc1-c1c(C(F)(F)F)oc2cc(OC(=O)c3ccc([N+](=O)[O-])cc3)ccc2c1=O	75.6	-0.1	103.2	88.8	-3.5	94.2	101.2	92.8
55	Cc1ccccc1NC(=O)N1C2CCCC1CC(NC(=O)C1CC1)C2 (configuration not stated)	109.3	0.0	99.6	102.2	-0.9	93.7	94.8	99.4
56	O=C(CC1CCCCC1)OCn1nnc2ccccc2c1=O	93.6	0.1	120.0	73.2	0.4	98.8	86.5	99.0
57	Cc1c(S(=O)(=O)N2CCc3ccccc3C2)c(=O)n(C)c(=O)n1C	77.3	0.0	95.3	104.2	0.8	95.5	98.8	97.7
58	N/C(COc1cc(Cl)cc(Cl)c1)=N\O	87.0	0.2	106.2	88.0	0.1	95.1	96.9	100.4
59	Cc1ccccc1OCC(=O)Nc1ccc2oc(=O)ccc2c1	102.1	0.1	103.0	88.9	4.6	101.9	97.8	81.3
60	NS(=O)(=O)c1ccc(NC(NC(=O)c2cccnc2)C(Cl)(Cl)Cl)cc1 (configuration not stated)	127.2	-0.2	93.1	99.7	0.9	104.3	111.3	126.0

Gathered by group, those above containing a tert-butyl group.
nr	Molecule	Yeast superoxide	Efflux pump mplx	LAP4 TOR yeast	CIT2-GFP yeast	AHR activator	MEP2 TOR yeast	RPL19A-GFP yeast	AGP1-GFP MLPCN
9	Cc1ccc(-c2nnn(CC(=O)N(c3ccc(F)cc3)C(C(=O)NC(C)(C)C)c3ccco3)n2)o1 (configuration not stated)	96.2	0.1	111.2	102.1	1.8	112.1	105.2	109.3
28	Cc1nc2nc[nH]n2c(=O)c1NS(=O)(=O)c1ccc(C(C)(C)C)cc1	103.7	-0.2	90.5	104.3	1.5	86.8	94.7	99.7

The results go on.
nr	Molecule	Yeast superoxide	Efflux pump mplx	LAP4 TOR yeast	CIT2-GFP yeast	AHR activator	MEP2 TOR yeast	RPL19A-GFP yeast	AGP1-GFP MLPCN
61	CCOC(=O)C1CCCN(CCC(=O)Nc2cc(C)cc(C)c2)C1 (configuration not stated)	106.0	0.1	79.1	87.2	5.7	91.0	97.9	82.2
62	O=C(CSC1CC(=O)N(CCc2ccccc2)C1=O)Nc1ccc(Cl)cc1 (configuration not stated)	105.2	0.2	107.0	85.3	-2.1	90.0	93.8	114.9
63	Cc1ccc(S(C)(=O)=O)cc1C(=O)N1CC(C(N)=O)Oc2ccccc21 (configuration not stated)	101.4	0.1	109.5	110.1	-0.5	105.6	109.4	107.3
64	COc1ccc(OC)c(-c2csc(N3CCC(c4ccccc4)CC3)n2)c1	129.6	0.7	96.0	94.2	-0.2	97.5	97.7	90.7
65	CC(=O)Nc1ccc(N/C(C)=C/C(=O)c2cccnc2)cc1	91.9	-0.1	101.5	115.5	1.8	108.8	109.4	114.3
66	COC(=O)[C@H](Cc1ccccc1)NC(=O)NCCC1=CCCCC1	88.2	0.0	99.4	97.5	-1.1	98.4	97.4	x
67	Cc1noc(C)c1S(=O)(=O)N1CCCC1C(=O)NC(C)(C)C (configuration not stated)	92.3	-0.2	111.3	103.1	-0.7	136.3	102.1	105.5

High-throughput results (PubChem)
